Screening results as filed in PubChem BioAssay.
zfTRPN1 agonist – zebrafish TRPN1 channel agonists, primary screen, cell-based, HEK293, calcium fluorescence; HEK293 zebrafish TRPN1-YFP, Fluo-8 calcium fluorescence; 100% = response to 87 µM carbachol; activation, % at 3 µM; 0.18% of 220,000 active; AID 1424, 2008;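 active = activation above its plate's cutoff, the mean activation of test wells on that plate plus 3 SD, cut at about 19% in these data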;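 note: 0% = DMSO alone and 100% = 87 µM carbachol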
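Material: zebrafish TRPN1-YFP in HEK293 cells. Doses: one dose of 3 µM, 0.3% DMSO. Incubation: dye 1 h 37 °C plus 30 min RT. Measured by: intracellular calcium fluorescence with Fluo-8.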
NPY-Y1 PAM-ag – NPY-Y1 receptor potentiators or agonists, primary screen, cell-based; activation, % at 3.6 µM; NPY-Y1 expressing cells, potentiator/agonist activation; 0.37% of 220,000 active; in the data active = activation above about 33%, passing the limit was not always enough;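 note: cells stimulated with NPY at EC10 then isoproterenol at EC100; 0% = low agonist plus stimulus and 100% = saturating agonist plus stimulus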
PPC-1+TRAIL kill – compounds killing PPC-1 cancer cells with TRAIL present, primary screen, TRAIL potentiator project, ATPLite luminescence, uHTS. PPC-1 cells + TRAIL, ATPLite viability luminescence. cell killing (% activity), % at 4 µM. 0.41% of 220,000 active. AID 1443, 2008;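 active = cell killing above 50% in the first pass at 4 µM, then a duplicate retest at 5 µM averaging 50% or more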;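 note: plate controls were cells with TRAIL plus DMSO for no effect and medium-only wells lacking cells for full effect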
EP2 modulator – EP2 receptor modulators, cAMP readout, primary screen, cell-based, HTRF cAMP, PGE2 stimulation; induction, % at 25 µM; 0.83% of 260,000 active; Prostaglandin E2 receptor EP2 subtype (Homo sapiens), P43116; EP2-expressing cells, cAMP HTRF FRET, PGE2 co-stimulation;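 active = compounds whose cAMP rise, as percent of the full-agonist control response, exceeds 60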;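 note: rat C6 glioma line stably carrying human EP2 under a CMV promoter; the protocol text gives 20 µM as final concentration; 100% = response of wells given 1 µM PGE2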
Target sequence (P43116 whole entry, looked up): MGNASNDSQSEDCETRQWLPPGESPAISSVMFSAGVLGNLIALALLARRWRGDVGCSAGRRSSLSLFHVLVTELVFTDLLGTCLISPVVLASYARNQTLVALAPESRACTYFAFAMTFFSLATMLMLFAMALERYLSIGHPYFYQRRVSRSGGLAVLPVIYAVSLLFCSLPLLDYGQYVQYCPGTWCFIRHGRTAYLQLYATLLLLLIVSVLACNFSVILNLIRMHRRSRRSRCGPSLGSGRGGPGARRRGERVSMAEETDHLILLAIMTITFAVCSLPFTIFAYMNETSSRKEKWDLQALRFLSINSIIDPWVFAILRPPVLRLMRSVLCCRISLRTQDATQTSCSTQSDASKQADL
14-3-3 Bad inh – inhibitors of 14-3-3 zeta/Bad binding, primary screen, biochemical, TR-FRET, bovine 14-3-3 zeta; 14-3-3 protein zeta/delta (Bos taurus), P63103; TR-FRET 14-3-3zeta/Dy647-pBad peptide displacement, 1 h; inhibition, % at 21.7 µM; 0.71% of 220,000 active; AID 781, 2007;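 active = inhibition above about 70%, limit read from the data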;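 note: 0% = full 14-3-3 plus peptide FRET controls and 100% = background without 14-3-3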
NPY Y1 blocker – NPY-Y1 receptor antagonists, primary screen, cell-based; Neuropeptide Y receptor type 1 (Homo sapiens), P25929; HEK293-CNG Y1 cells, membrane potential fluorescence; NPY at EC95, then isoproterenol; inhibition, % at 3.6 µM; 1% of 200,000 active; AID 1040, 2008;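 active = inhibition above the campaign mean inhibition of all tested compounds plus 3 SD, cut at about 20% in these data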;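 note: 0% = DMSO wells given NPY plus isoproterenol and 100% = isoproterenol alone without NPY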
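Benchmarks – high control isoproterenol alone, low control NPY with isoproterenol · Material – HEK293 Y1/CNG channel cell line · Times – dye 3 h, compound 60 min room temperature, stimulation 45 min · Probe or stimulus – NPY (25 nM), isoproterenol (1 µM), Ro 20-1724 (25 µM) · Evaluation – % inhibition of NPY effect · Signal – fluorescence, membrane potential probe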
PGE2 EP2 inh – human EP2 receptor antagonists, primary screen, TR-FRET cAMP, C6 glioma cells; Prostaglandin E2 receptor EP2 subtype (Homo sapiens), P43116; C6 glioma cells expressing human EP2; cells stimulated with saturating PGE2; inhibition, % at 25 µM; 0.52% of 260,000 active;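 active = percent inhibition above 40 after rounding to a whole number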;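 note: rat C6 glioma host cells with rolipram phosphodiesterase inhibitor present; the protocol text gives 20 µM as final concentration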
CHOP inh – inhibitors of CHOP promoter induction, primary screen, cell-based, unfolded protein response, luciferase reporter. CHO-K1 CHOP-promoter luciferase, tunicamycin-induced, 15-18 h. inhibition, % at 10 µM. 3.8% of 220,000 active. AID 2732, 2010;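 active = compounds that reduced the stress-induced luciferase reporter signal by more than about 70% of percent inhibition, limit read from the data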;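 note: 0% = tunicamycin plus vehicle and 100% = wells without tunicamycin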
TRPML3 agonist – human TRPML3 channel agonists, primary screen, cell-based, HEK293 TRPML3-YFP, Fluo-8 calcium fluorescence, 3 µM; 100% = the carbachol control signal; AID 1448, 2008; Mucolipin-3 (Homo sapiens), Q8TDD5; activation, % at 3 µM; 0.29% of 220,000 active;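 active = activation above its plate's cutoff, the mean activation of the plate's test wells plus 3 SD, cut at about 12% in these data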;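 note: 0% = DMSO only wells and 100% = carbachol wells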
Target sequence (Q8TDD5 whole entry, looked up): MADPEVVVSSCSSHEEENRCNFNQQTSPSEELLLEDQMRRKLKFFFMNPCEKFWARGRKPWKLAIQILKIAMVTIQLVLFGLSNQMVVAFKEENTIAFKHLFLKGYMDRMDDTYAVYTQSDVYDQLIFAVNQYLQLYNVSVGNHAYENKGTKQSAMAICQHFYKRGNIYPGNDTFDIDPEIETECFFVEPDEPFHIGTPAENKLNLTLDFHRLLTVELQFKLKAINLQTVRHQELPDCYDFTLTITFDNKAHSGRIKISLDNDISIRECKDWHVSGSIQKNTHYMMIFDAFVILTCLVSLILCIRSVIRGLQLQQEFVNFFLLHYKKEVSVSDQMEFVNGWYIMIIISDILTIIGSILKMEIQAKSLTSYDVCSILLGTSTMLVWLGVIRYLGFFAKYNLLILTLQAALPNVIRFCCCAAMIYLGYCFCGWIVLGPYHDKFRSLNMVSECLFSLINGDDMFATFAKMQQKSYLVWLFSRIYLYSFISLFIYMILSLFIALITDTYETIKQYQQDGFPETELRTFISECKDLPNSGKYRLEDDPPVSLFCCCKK
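Test system: HEK293 cells stably carrying human TRPML3-YFP; Doses: single dose, 3 µM final nominal compound, 0.3% DMSO final; Schedule: dye loading 1 h 37 °C then 30 min ambient, 125 s read; Technique: Fluo-8 calcium fluorescence; Benchmarks: high control carbachol 87 µM, low control DMSO.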
Starred values were filed as active, the others as inactive; · = no result given; & = joins results of further samples; [ ] = remark or other dose. An excerpt (hit frequency here may not be typical).

SMILES	zfTRPN1 agonist	NPY-Y1 PAM-ag	PPC-1+TRAIL kill	EP2 modulator	14-3-3 Bad inh	NPY Y1 blocker	PGE2 EP2 inh	CHOP inh	TRPML3 agonist
CCOC(=O)c1csc(-n2nc(C)cc2C(F)(F)F)n1	-1.8	-9.8	-0.3	17.1	4.2	4.5	6.1	24.4	0.6
O=C(C[n+]1ccccc1)N1CCCc2ccccc21	2.1	3.1	11.7	0.6	-8.7	-3.6	8.1	10.6	1.4
S=C(Nc1ccc(Cl)c(Cl)c1)NC1CCN(Cc2ccccc2)CC1	7.1	21.2	-0.6	-65.4	-11.6	-4.7	17.4	105.4*	4.2
CC1(C)CC(CCNS(=O)(=O)c2ccccc2)(c2ccccc2)CCO1 (configuration not stated)	-1.2	15.4	10.9	9.1	-12.6[fluorescence artefact?]	-3.7	10.1	-8.5	0.1
COc1cc(OC)cc(N(C(=O)c2ccco2)C(C(=O)NC2CCCC2)c2ccc(N(C)C)cc2)c1 (configuration not stated)	2.2	-10.0	-4.9	49.0	-0.6	0.1	-0.7	16.6	1.8
O=C(NC1C(=O)NNC1c1ccccc1)c1ccc(F)cc1 (configuration not stated)	0.5	2.1	14.3	-4.6	2.8	4.3	6.0	0.7	-0.8
CCOC(=O)c1c(C)[nH]c(C(=O)COC(=O)C2=NNC(=O)CC2)c1C	-0.3	0.3	6.5	-4.2	-6.0	-1.7	6.1	-11.0	0.0
O=C(N1CCCC1)C(F)(F)Oc1ccc(F)cc1	-1.1	-6.1	18.3	11.4	-10.3	-3.4	5.2	6.3	0.9
CCOc1ccc(C(Nc2ccc(C)cc2)P2(=O)OCCCO2)cc1 (configuration not stated)	1.2	8.4	22.1	-18.8	2.0	-0.9	-3.7	5.5	0.9
COc1nc(OCC#N)nc(N2CCCCC2)n1	-0.2	7.9	1.1	16.6	-10.9	3.1	8.9	5.4	0.2
Cc1cc(C)nc(NC(=O)c2ccc(Cl)c([N+](=O)[O-])c2)n1	0.7	7.1	27.7	5.9	1.6	·	15.8	30.6	0.5
Cc1oc2c(O)c(O)ccc2c(=O)c1-c1ccccc1	·	·	11.1	-9.5	-4.1	·	8.6	25.4	·
O=C(Nc1cccc(S(=O)(=O)c2cccc(NC(=O)C3CC3)c2)c1)C1CC1	2.1	10.5	-4.0	-19.2	0.7	-8.9	5.9	-1.8	1.5
Cc1ccc(-n2c(=O)cc(N3CCN(Cc4ccccc4)CC3)[nH]c2=O)cc1	0.0	7.6	-2.5	11.3	-1.0	10.3	10.4	-31.4	0.6
Cc1ccc(-n2c(Cc3ccccc3)n[nH]c2=S)cc1	-0.9	-12.3	36.8	27.1	-7.4	-0.7	9.6	6.7	-0.6
Cc1cc(C)c(NC(=O)c2c[nH]c(=S)n2-c2ccc(F)cc2)c(C)c1	-1.3	-4.4	9.9	30.1	-29.1	4.1	2.1	20.7	-1.2
CCn1cc(C(=O)N2CCN(c3ccccc3F)CC2)c(=O)c2ccc(C)nc21	-2.6	-5.0	5.5	10.6	5.4	9.2	4.6	4.8	1.2
CCOC(=O)c1ccc(Nc2c(OCC)c(=O)c2=O)cc1	1.7	14.1	22.6	4.7	-2.9	·	4.9	58.4	0.7
Cc1ccc(-c2nn3c(C)nnc3s2)cc1NC(=O)c1ccco1	-0.2	21.1	0.5	11.7&-7.7	3.2	1.6	3.3&7.7	34.2	0.5
C=CCOn1c(=O)c(-c2ccccc2)[n+]([O-])c2ccccc21	0.7	4.5	·	-0.1	-11.8	3.9	10.5	13.0	1.1
Cc1ccc(NC(=O)C2CCN(C(=O)c3ccccc3C)CC2)cc1	0.2	-8.5	17.9	15.9	-1.8[fluorescence artefact?]	7.7	6.8	7.7	-0.2
CCc1n[nH]c(=O)n1Cn1c(CC)n[nH]c1=O	0.8	11.4	-0.2	23.5	3.5	3.9	22.2	27.3	1.5
Nc1cccc2c1C(=O)N(C(=O)c1ccc(S(=O)(=O)N3CCCCCC3)cc1)C2=O	0.3	-11.9	2.9	17.4	-3.5	-3.9	14.9	37.6	0.7
CC(C)(C)N=C1NN=C(c2cc3ccccc3o2)CS1	0.7	9.1	11.8	-1.5	-7.4	1.4	4.2	-8.8	0.4
CC1CCc2c(sc(NC(=O)CN3CCN(C(=O)c4ccco4)CC3)c2C#N)C1 (configuration not stated)	0.4	-8.9	25.0	4.8	-5.9	3.5	7.0	39.2	1.0
Carrying on:
SMILES	zfTRPN1 agonist	NPY-Y1 PAM-ag	PPC-1+TRAIL kill	EP2 modulator	14-3-3 Bad inh	NPY Y1 blocker	PGE2 EP2 inh	CHOP inh	TRPML3 agonist
Cc1ccc(C)c(S(=O)(=O)NC(C)C(=O)Nc2ccc(-c3nc4ccccc4s3)cc2)c1 (configuration not stated)	0.5	25.2	3.8	-7.8	-3.5[fluorescence artefact?]	-0.2	18.6	80.0*	0.9
CC1C[N+](=C2C=C(N3CCOCC3)CC(C)(C)C2)CC(C)O1 (configuration not stated)	1.4	-19.6	3.4	2.1	2.9	·	4.4	-19.1	0.1
CS(=O)(=O)N1CCN(c2ccccc2NC(=O)c2ccc3ccccc3c2)CC1	2.0	-9.8	0.5	22.9	3.9	5.2	18.0	-21.5	0.3
O=C(NCc1ccccn1)C1CCN(Cc2cnn(-c3ccccc3)c2-n2cccc2)CC1	-0.7	-5.1	23.0	4.8	-7.0[fluorescence artefact?]	0.4	1.8	-0.7	0.7
Cc1cccc(N(CC(N)=O)S(C)(=O)=O)c1C	0.0	-26.4	-10.7	12.7	4.1	-2.0	13.6	6.7	1.3
C=CCNC(=O)c1cc(-c2ccccc2O)on1	0.5	-14.7	14.0	-18.5	-11.2	-0.8	12.0	-6.3	-0.6
CN(C)/C=N/NC(=O)c1ccccc1Cl	0.7	4.9	-2.4	13.6	1.8	·	5.1	2.1	0.7
c1cc(CNc2ccc3c(c2)OCCO3)ccn1	0.2	-3.9	-14.5	11.6	-16.3	-0.2	8.1	54.1	1.0
COc1ccc(NC(=O)c2ccc(S(=O)(=O)C(F)F)cc2)c(OC)c1	1.0	5.4	1.4	-7.6	-9.4	-0.1	4.1	-14.1	0.6
CCN(c1ccccc1)S(=O)(=O)c1ccc(NC(=S)NC(=O)c2cccs2)cc1	0.5	-17.2	25.0	-58.9	-14.5	0.9	0.3	19.2	0.8
CCOc1nc(NCCc2ccc(OC)c(OC)c2)nc(N2CCN(c3ccc(OC)cc3)CC2)n1	1.7	-15.8	-6.9	-43.4	-5.0[fluorescence artefact?]	0.9	10.0	28.4	0.6
Cc1ccc(-c2c3c(=O)n(C)c(=O)n(C)c3cn2Cc2ccccn2)cc1	-0.5	11.7	6.3	3.6	16.7	8.2	6.2	6.7	-0.4
COCCCNC1CS(=O)(=O)CC1O (configuration not stated)	0.5	7.9	20.6	19.2	-5.1	·	9.4	-5.7	0.4
Cc1ccnc(SCCn2c(N3CCN(Cc4ccccc4)CC3)nc3c2c(=O)[nH]c(=O)n3C)n1	1.0	1.0	14.3	-3.9	0.7	-0.6	10.7	-40.8	0.3
CCN(CC)c1ccc(C(=O)OCC(=O)NCC2CCCO2)cc1 (configuration not stated)	0.3	-0.3	4.3	13.9	-0.5	4.5	12.2	4.7	0.6
COC(=O)/C=C1\N/C(=N\c2nc(C)cc(C)n2)N(c2ccc(C)cc2)C1=O	1.6	-13.7	15.8	33.1	-8.4	8.4	11.2	-38.1	1.1
O=C(c1ccco1)N1CCN(c2cc(C(F)(F)F)nc3ncnn23)CC1	-0.8	-14.2	-7.4	-11.7	-0.8	5.9	7.0	12.3	0.6
COc1ccc(-c2cc(=O)oc3cc(OC(C)C(=O)O)ccc23)cc1 (configuration not stated)	-0.3	-36.4	-3.0	-7.4	2.2	6.1	5.5	10.4	0.8
O=C(O)C(O)Cc1c[nH]c2ccccc12 (configuration not stated)	1.2	-41.4	11.9	-0.2	3.3	-0.1	17.9	-2.9	-0.1
CCCc1nnc(NC(=O)CCCC(=O)O)s1	0.2	-5.5	28.3	35.6	-2.4	-4.7	5.8	8.4	-0.2
COc1ccc(/C=C/C(=O)c2ccc[nH]2)c(OC)c1OC	0.8	6.0	28.8	-29.1	-2.8	-2.5	13.9	-21.1	0.7
COc1ccc(C2/C(=C(/O)c3ccc(C)cc3)C(=O)C(=O)N2CC2CCCO2)cc1OC (configuration not stated)	-0.2	-1.5	·	12.9&18.2	5.9	1.7	11.3&7.5	1.1	0.8
Cc1ccc2c(c1)NC(=O)C(CC(=O)NCCCN1CCCC1=O)O2 (configuration not stated)	0.1	-2.8	6.3	15.3	1.1	1.4	5.8	18.4	0.7
C=CCn1c(C)cc(C(=O)COC(=O)C2CC(=O)N(Cc3ccccc3)C2)c1C (configuration not stated)	-0.4	-8.0	-7.9	-27.5	-1.0	-5.6	23.6	-0.3	-0.6
O=C(CCn1nnc2ccccc2c1=O)N[C@@H](Cc1ccccc1)C(=O)O	0.0	-4.7	11.7	8.2	3.9[fluorescence artefact?]	-4.0	10.2	16.1	0.2
Cc1cc(C)cc(C(=O)NC(CC(N)=O)c2ccc(NC3CCCCC3)c([N+](=O)[O-])c2)c1 (configuration not stated)	·	·	-23.7	-11.3	1.8	·	19.3	12.8	·
COc1ccccc1/C=N/NC(=O)c1csc(C)c1C	1.0	15.7	7.5	-70.5	3.7[fluorescence artefact?]	-1.6	5.9	8.6	0.5
c1ccc(C2=Nn3c(nnc3-c3ccncc3)SC2)cc1	1.7	-10.8	2.5	52.6	-1.2	5.1	·	34.0	0.7

4 compounds already listed, sorted by number of heavy atoms, highest first.
SMILES	zfTRPN1 agonist	NPY-Y1 PAM-ag	PPC-1+TRAIL kill	EP2 modulator	14-3-3 Bad inh	NPY Y1 blocker	PGE2 EP2 inh	CHOP inh	TRPML3 agonist
Cc1ccc(C)c(S(=O)(=O)NC(C)C(=O)Nc2ccc(-c3nc4ccccc4s3)cc2)c1 (configuration not stated)	0.5	25.2	3.8	-7.8	-3.5[fluorescence artefact?]	-0.2	18.6	80.0*	0.9
O=C(CCn1nnc2ccccc2c1=O)N[C@@H](Cc1ccccc1)C(=O)O	0.0	-4.7	11.7	8.2	3.9[fluorescence artefact?]	-4.0	10.2	16.1	0.2
c1ccc(C2=Nn3c(nnc3-c3ccncc3)SC2)cc1	1.7	-10.8	2.5	52.6	-1.2	5.1	·	34.0	0.7
CN(C)/C=N/NC(=O)c1ccccc1Cl	0.7	4.9	-2.4	13.6	1.8	·	5.1	2.1	0.7
